Assay outcomes as filed in PubChem.
All columns: NCI-60 one-dose screen, growth in % after 48 h at 10 µM unless noted; 100 = growth as untreated, 0 = no growth, -100 = all killed.
T-47D = T-47D breast cancer; actives 5% (n = 79,000)
HS 578T = HS 578T breast cancer; actives 4.1% (n = 78,000)
MALME-3M = MALME-3M melanoma. actives 5.8% (n = 78,000)
UACC-62 = UACC-62 melanoma | actives 5.4% (n = 81,000)
LOX IMVI = LOX IMVI melanoma; actives 7.4% (n = 79,000); AID 1794757
UACC-257 = UACC-257 melanoma. actives 4.4% (n = 78,000)
BT-549 = BT-549 breast cancer | actives 4.4% (n = 78,000) | AID 1794793
MCF7 = MCF7 breast cancer; actives 6.3% (n = 82,000)
The depositor's hits bear a star; & = joins results of further samples. How the source made its calls: active means growth percent below 10; inactive means the rest. These rows are one share of the data. The share of hits here may be higher or lower than overall.

The opening nine entries as a preview:
Screening O=C(Nc1ccc(Cl)cc1F)c1ccccc1O returned T-47D 30, HS 578T 42, MALME-3M -6.5*, UACC-62 9.3*, LOX IMVI 28, UACC-257 14, BT-549 25 and MCF7 48.
O=C(/C=C/c1ccc(Cl)c(Cl)c1)c1ccc(Cl)nc1 was read as T-47D 90, HS 578T 99, MALME-3M 103, UACC-62 83, LOX IMVI 78, UACC-257 93, BT-549 113 and MCF7 30.
`CC1(C)O[C@@H]2CC3C4C[C@H](F)C5=CC(=O)C=C[C@]5(C)[C@@]4(F)[C@@H](O)C[C@]3(C)[C@]2(C(=O)CO)O1` (stereo partly specified) gave T-47D 92, HS 578T 135, MALME-3M 80, UACC-62 99, LOX IMVI 99, UACC-257 112, BT-549 81 and MCF7 108.
For CC1Cc2ccccc2N1NC(=O)c1ccc(Cl)c(S(N)(=O)=O)c1 (stereo unspecified) the results were T-47D 100, HS 578T 107, MALME-3M 94, UACC-62 99, LOX IMVI 96, UACC-257 102, BT-549 92 and MCF7 92.
For [2H]C([2H])([2H])c1nc2c(F)cc(-c3nc(Nc4ccc(CN5CCN(C([2H])([2H])C)CC5)cn4)ncc3F)cc2n1C(C)C the results were T-47D 68, HS 578T 29, MALME-3M 93, UACC-62 69, LOX IMVI 40, UACC-257 47, BT-549 50 and MCF7 33.
Screening Cn1cc(C(=O)c2nc(-c3cn(C)c4ccc(Cl)cc34)no2)c2cc(Br)ccc21 returned T-47D 83, HS 578T 90, MALME-3M 97, UACC-62 84, LOX IMVI 99, UACC-257 94, BT-549 99 and MCF7 78.
Screening O=C(O)c1cccnc1Nc1cccc(C(F)(F)F)c1 returned T-47D 98, HS 578T 104, MALME-3M 108, UACC-62 92, LOX IMVI 95, UACC-257 98, BT-549 108 and MCF7 102.
CN1CCN(c2ccc(OC(F)(F)F)c(Nc3ncc4c(n3)-c3c(c(C(N)=O)nn3CCO)CC4)c2)CC1 was read as T-47D 44, MALME-3M 84, UACC-62 36, LOX IMVI 26, UACC-257 48, BT-549 28 and MCF7 22.
CC(=O)CCCCn1c(=O)c2c(ncn2C)n(C)c1=O was read as T-47D 108, HS 578T 109, MALME-3M 97, UACC-62 111, LOX IMVI 91, UACC-257 101 and BT-549 109.

The listing, repeating the preview:
Screening O=C(Nc1ccc(Cl)cc1F)c1ccccc1O returned T-47D 30, HS 578T 42, MALME-3M -6.5*, UACC-62 9.3*, LOX IMVI 28, UACC-257 14, BT-549 25 and MCF7 48.
O=C(/C=C/c1ccc(Cl)c(Cl)c1)c1ccc(Cl)nc1 was read as T-47D 90, HS 578T 99, MALME-3M 103, UACC-62 83, LOX IMVI 78, UACC-257 93, BT-549 113 and MCF7 30.
`CC1(C)O[C@@H]2CC3C4C[C@H](F)C5=CC(=O)C=C[C@]5(C)[C@@]4(F)[C@@H](O)C[C@]3(C)[C@]2(C(=O)CO)O1` (stereo partly specified) gave T-47D 92, HS 578T 135, MALME-3M 80, UACC-62 99, LOX IMVI 99, UACC-257 112, BT-549 81 and MCF7 108.
For CC1Cc2ccccc2N1NC(=O)c1ccc(Cl)c(S(N)(=O)=O)c1 (stereo unspecified) the results were T-47D 100, HS 578T 107, MALME-3M 94, UACC-62 99, LOX IMVI 96, UACC-257 102, BT-549 92 and MCF7 92.
For [2H]C([2H])([2H])c1nc2c(F)cc(-c3nc(Nc4ccc(CN5CCN(C([2H])([2H])C)CC5)cn4)ncc3F)cc2n1C(C)C the results were T-47D 68, HS 578T 29, MALME-3M 93, UACC-62 69, LOX IMVI 40, UACC-257 47, BT-549 50 and MCF7 33.
Screening Cn1cc(C(=O)c2nc(-c3cn(C)c4ccc(Cl)cc34)no2)c2cc(Br)ccc21 returned T-47D 83, HS 578T 90, MALME-3M 97, UACC-62 84, LOX IMVI 99, UACC-257 94, BT-549 99 and MCF7 78.
Screening O=C(O)c1cccnc1Nc1cccc(C(F)(F)F)c1 returned T-47D 98, HS 578T 104, MALME-3M 108, UACC-62 92, LOX IMVI 95, UACC-257 98, BT-549 108 and MCF7 102.
CN1CCN(c2ccc(OC(F)(F)F)c(Nc3ncc4c(n3)-c3c(c(C(N)=O)nn3CCO)CC4)c2)CC1 was read as T-47D 44, MALME-3M 84, UACC-62 36, LOX IMVI 26, UACC-257 48, BT-549 28 and MCF7 22.
CC(=O)CCCCn1c(=O)c2c(ncn2C)n(C)c1=O was read as T-47D 108, HS 578T 109, MALME-3M 97, UACC-62 111, LOX IMVI 91, UACC-257 101 and BT-549 109.
`COc1ccc(C2CNC(=O)C2)cc1OC1CCCC1` (stereo unspecified) gave T-47D 100, HS 578T 115, MALME-3M 132, UACC-62 95, LOX IMVI 102, UACC-257 99, BT-549 102 and MCF7 102.
Screening CC(/C=C/c1ccc(Cl)cc1)=N\OCC(=O)O returned T-47D 93, HS 578T 110, MALME-3M 103, UACC-62 103, LOX IMVI 97, UACC-257 107, BT-549 109 and MCF7 94.
`CC12CCC(=O)C=C1CCC1C2CCC2(C)C1CCC2(O)C(=O)CO` (stereo unspecified) gave T-47D 99, HS 578T 105, MALME-3M 132, UACC-62 105, LOX IMVI 113, UACC-257 92, BT-549 100 and MCF7 121.
For Cc1cc2c(F)c(Oc3ncnn4cc(OC[C@@H](C)O)c(C)c34)ccc2[nH]1 the results were T-47D 85, MALME-3M 105, UACC-62 90, LOX IMVI 101, UACC-257 71, BT-549 101 and MCF7 90.
CC(C)(O)CC(=O)NCCn1ccc2ncnc(Nc3ccc(Oc4cccc(C(F)(F)F)c4)c(Cl)c3)c21 was read as T-47D -19*, MALME-3M -8.0*, UACC-62 -7.6*, LOX IMVI 6.2*, UACC-257 -27*, BT-549 17 and MCF7 14.
CCc1ccc(CCOc2ccc(CC3SC(=O)NC3=O)cc2)nc1 (stereo unspecified) was read as T-47D 93, HS 578T 107, MALME-3M 92, LOX IMVI 76, UACC-257 114 and BT-549 104.
Screening N=C(N)c1ccc(NC(=O)COCC(=O)Nc2ccc(C(=N)N)cc2)cc1 returned T-47D 97, HS 578T 103, MALME-3M 101, UACC-62 106, LOX IMVI 99, UACC-257 90, BT-549 104 and MCF7 100.
CCN(CC)CCOC(=O)c1ccc(N)cc1 was read as T-47D 99&95, HS 578T 99&122, MALME-3M 99&100, UACC-62 146, LOX IMVI 104&103, UACC-257 106, BT-549 84&94 and MCF7 95&109.
For CCN(CC)CCNC(C(=O)OCCC(C)C)c1ccccc1 (stereo unspecified) the results were T-47D 77, MALME-3M 126, UACC-62 97, LOX IMVI 80, UACC-257 106, BT-549 70 and MCF7 87.
Screening CCCc1nc(C(C)(C)O)c(C(=O)O)n1Cc1ccc(-c2ccccc2-c2nn[nH]n2)cc1 returned T-47D 82, HS 578T 102, MALME-3M 102, UACC-62 94, LOX IMVI 95, UACC-257 103, BT-549 103 and MCF7 99.
CC(=O)O[C@@]12CO[C@@H]1C[C@H](O)[C@@]1(C)C(=O)[C@H](O)C3=C(C)[C@@H](OC(=O)[C@H](O)[C@@H](NC(=O)OC(C)(C)C)c4ccccc4)C[C@@](O)([C@@H](OC(=O)c4ccccc4)C12)C3(C)C (stereo partly specified) was read as T-47D 65, HS 578T 12, MALME-3M 76, UACC-62 53, LOX IMVI 45, UACC-257 74, BT-549 43 and MCF7 16.
`COc1ccc(-c2ccc3c(N4CCOC[C@@H]4C)nc(N4CCOC[C@@H]4C)nc3n2)cc1CO` gave T-47D -35*, MALME-3M -8.1*, UACC-62 -32*, LOX IMVI 1.2*, UACC-257 -25*, BT-549 -6.6* and MCF7 5.1*.
c1ccc2c(c1)CN[C@@H](CN(CCCCN1CCOCC1)[C@H]1CCCc3cccnc31)C2 was read as T-47D 93, HS 578T 99, MALME-3M 126, UACC-62 92, LOX IMVI 88, UACC-257 105, BT-549 91 and MCF7 92.
Cc1cc(O)c(C)c(C)c1O was read as T-47D 107, HS 578T 95, MALME-3M 115, UACC-62 103, LOX IMVI 92, UACC-257 112, BT-549 103 and MCF7 101.
Screening O=C(CCCl)NCc1ccccc1 returned T-47D 85, MALME-3M 115, UACC-62 100, LOX IMVI 89, UACC-257 106, BT-549 85 and MCF7 94.
Screening COc1ccc2[nH]cc(-c3nc(N)nnc3-c3cn(C)c4ccccc34)c2c1 returned T-47D 73, HS 578T 88, MALME-3M 90, UACC-62 89, LOX IMVI 95, UACC-257 99, BT-549 95 and MCF7 83.
Screening CC1=C(C(=O)Nc2ccc(S(N)(=O)=O)cc2)C(c2cccc(O)c2)NC(=S)N1 (stereo unspecified) returned T-47D 101, HS 578T 97, MALME-3M 101, UACC-62 96, LOX IMVI 95, UACC-257 115, BT-549 122 and MCF7 95.
For [2H]c1nc(Nc2ncc3c(C)c(C(C)=O)c(=O)n(C4CCCC4)c3n2)c([2H])c([2H])c1N1CCNCC1 the results were T-47D 55, HS 578T 86, MALME-3M 54, UACC-62 84, LOX IMVI 48, UACC-257 85, BT-549 91 and MCF7 37.
Cc1cc(Nc2nc(N[C@@H](C)c3ncc(F)cn3)ncc2Cl)n[nH]1 was read as T-47D 87, MALME-3M 56, UACC-62 65, LOX IMVI 38, UACC-257 71, BT-549 65 and MCF7 63.
`Cc1cc([C@@H](C)Nc2ccccc2C(=O)O)c2nc(N3CCOCC3)cc(=O)n2c1` gave T-47D -28*, MALME-3M 41, UACC-62 14, LOX IMVI 30, UACC-257 33, BT-549 22 and MCF7 16.
For N#Cc1c(-c2ccccc2)nc(N=Nc2c(O)[nH]c3ccccc23)[nH]c1=O the results were T-47D 104, HS 578T 98, MALME-3M 100, UACC-62 101, LOX IMVI 100, UACC-257 100, BT-549 91 and MCF7 105.
Oc1cc2c(cc1O)[C@H]1c3ccc(O)c(O)c3OC[C@@]1(O)C2 was read as T-47D 104, HS 578T 96, MALME-3M 113, UACC-62 90, LOX IMVI 86, UACC-257 109, BT-549 132 and MCF7 94.
For Cn1cc(-c2nc(N)nnc2-c2c[nH]c3ccc(F)cc23)c2ccccc21 the results were T-47D 75, HS 578T 99, MALME-3M 120, UACC-62 91, LOX IMVI 96, UACC-257 108, BT-549 95 and MCF7 62.
COC(=O)[C@H](O)[C@H]1C(C)(C)[C@H](O)C2CC3=C4CC(=O)O[C@@H](c5ccoc5)[C@]4(C)CC[C@@H]3[C@@]1(C)C2=O was read as T-47D 92, HS 578T 103, MALME-3M 88, UACC-62 95, LOX IMVI 99, UACC-257 92, BT-549 97 and MCF7 93.
Screening C[C@@H]1CC2C3CCC4=CC(=O)C=C[C@]4(C)[C@@]3(Cl)[C@@H](O)C[C@]2(C)[C@@]1(OC(=O)c1ccco1)C(=O)CCl (stereo partly specified) returned T-47D 97, HS 578T 67, MALME-3M 88, UACC-62 42, LOX IMVI 62, UACC-257 96, BT-549 28 and MCF7 59.
For COc1ccc(C2CC(c3c(O)ccc4c(C)cc(=O)oc34)=NN2c2ccc(S(N)(=O)=O)cc2)cc1 (stereo unspecified) the results were T-47D 88, HS 578T 106, MALME-3M 113, UACC-62 107, LOX IMVI 97, UACC-257 109, BT-549 112 and MCF7 98.
Screening O=C(O)CCC(=O)c1ccc(-c2ccccc2)cc1 returned T-47D 106, HS 578T 96, MALME-3M 110, UACC-62 97, LOX IMVI 103, UACC-257 110, BT-549 98 and MCF7 102.
For COC(=O)C(C)(C)C1Oc2ccc(Cl)cc2C(=O)/C1=C\NS(=O)(=O)c1ccc(C)cc1 (stereo unspecified) the results were T-47D 90, HS 578T 120, MALME-3M 96, UACC-62 102, LOX IMVI 95, UACC-257 98, BT-549 108 and MCF7 108.
For COc1ccc2c(c1)c(-c1nnc(N)nc1-c1c[nH]c3ccccc13)cn2C the results were T-47D 72, HS 578T 79, MALME-3M 80, UACC-62 51, LOX IMVI 84, UACC-257 94, BT-549 80 and MCF7 58.
O=C(c1ccc2nc(NS(=O)(=O)c3ccc4ccccc4c3)sc2c1)N1CCN(Cc2ccc3c(c2)OCO3)CC1 was read as T-47D 93, HS 578T 96, MALME-3M 97, UACC-62 95, LOX IMVI 97, UACC-257 90, BT-549 99 and MCF7 94.
Screening Brc1ccc([C@@H]2C[C@@H]3Cc4ccc5ccccc5c4N2O3)s1 returned T-47D 91, HS 578T 86, UACC-62 67, LOX IMVI 87, UACC-257 89, BT-549 108 and MCF7 82.
For CC(/C=C/c1ccccc1)=N\OCC(=O)Nc1ccc(Cl)cc1 the results were T-47D 85, HS 578T 96, MALME-3M 93, UACC-62 93, LOX IMVI 94, UACC-257 102, BT-549 127 and MCF7 96.
